Screening results as filed in PubChem.
HTR5A ag = HTR5A agonists in luminescence cell assay, primary screen, counter-screen for OPRM1-OPRD1 heterodimer agonist project, full-deck HTS; 5-hydroxytryptamine receptor 5A (Homo sapiens), P47898; cell-based; activation, % at 9.3 µM; actives 0.61% (n = 340,000); in the data active = activation mostly above about 9.5%, no sharp cut-off; inactive = mostly below about 7.6%;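 note: 0% = cells with vehicle only and 100% = reference agonist; strong numbers were not always called active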
Target sequence (P47898 whole entry, looked up): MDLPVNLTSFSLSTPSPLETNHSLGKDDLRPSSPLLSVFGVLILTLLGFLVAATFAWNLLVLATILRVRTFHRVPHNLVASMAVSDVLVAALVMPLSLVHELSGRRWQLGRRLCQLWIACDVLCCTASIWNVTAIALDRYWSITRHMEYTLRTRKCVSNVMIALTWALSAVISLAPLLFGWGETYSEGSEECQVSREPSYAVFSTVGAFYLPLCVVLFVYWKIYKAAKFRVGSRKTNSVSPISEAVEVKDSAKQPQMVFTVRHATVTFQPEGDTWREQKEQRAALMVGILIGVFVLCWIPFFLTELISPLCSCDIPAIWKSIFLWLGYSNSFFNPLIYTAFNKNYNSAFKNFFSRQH
OPRM1-OPRD1 inv = inverse agonists of MOR-DOR heterodimerization, primary screen, cell-based, luminescence. Mu-type opioid receptor (Homo sapiens) + Delta-type opioid receptor (Homo sapiens), …. cell-based MOR-DOR heterodimer luminescence, inverse agonism. inhibition, % at 9.3 µM. actives 0.21% (n = 340,000); in the data active = inhibition above about 22%, passing the limit was not always enough;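 note: 0% = cells with DMSO and 100% = wells without cells with DMSO; values of inactives mirror those of a sister screen read the other way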
RTF Ca sens act = cardiac RTF calcium sensitivity activators, primary screen, biochemical, IANBD-TnC fluorescence, EC20 calcium; Troponin I, cardiac muscle (Homo sapiens) + Troponin T, cardiac muscle (Homo sapiens) + …; IANBD-labeled TnC RTF fluorescence at EC20 calcium; 0% EC20 calcium, 100% full calcium; activation, % at 7.2 µM; actives 0.24% (n = 340,000);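 active = activation above the mean over all tested compounds plus 3 SD, cut at about 30% in these data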;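 note: rise in fluorescence read as greater calcium sensitivity of cardiac thin filaments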
Keap1-Nrf2 PPI = Keap1-Nrf2 protein-protein interaction inhibitors, primary screen, biochemical, fluorescence polarization, single point; Kelch-like ECH-associated protein 1 (Homo sapiens), Q14145; Keap1 Kelch-Nrf2 peptide fluorescence polarization, 1536-well; inhibition, % at 9.4 µM; actives 0.15% (n = 340,000); AID 504523, 2011; in the data active = inhibition above about 12%;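 note: human Keap1 Kelch domain with fluorescein labeled Nrf2 9mer peptide probe; 0% = neutral control wells and 100% = peptide positive control; higher means more block of Keap1 binding to Nrf2 peptide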
Target sequence (Q14145 whole entry, looked up, the tested form may be a part): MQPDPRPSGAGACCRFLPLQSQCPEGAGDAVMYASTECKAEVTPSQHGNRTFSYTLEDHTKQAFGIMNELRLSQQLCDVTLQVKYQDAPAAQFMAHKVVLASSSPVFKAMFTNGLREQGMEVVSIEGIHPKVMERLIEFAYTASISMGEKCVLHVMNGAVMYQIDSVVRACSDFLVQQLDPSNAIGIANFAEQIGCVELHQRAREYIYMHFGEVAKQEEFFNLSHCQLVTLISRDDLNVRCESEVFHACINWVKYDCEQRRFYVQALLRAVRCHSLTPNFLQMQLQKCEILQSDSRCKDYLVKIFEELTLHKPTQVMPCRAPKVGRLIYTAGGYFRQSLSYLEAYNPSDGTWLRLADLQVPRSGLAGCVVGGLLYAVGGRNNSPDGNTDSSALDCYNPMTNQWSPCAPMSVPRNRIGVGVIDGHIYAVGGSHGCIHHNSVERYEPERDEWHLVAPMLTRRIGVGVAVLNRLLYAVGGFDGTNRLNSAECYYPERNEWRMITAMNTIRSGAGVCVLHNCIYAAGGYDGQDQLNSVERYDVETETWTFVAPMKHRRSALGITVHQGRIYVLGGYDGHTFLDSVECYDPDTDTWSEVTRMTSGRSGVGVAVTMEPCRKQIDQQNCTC
HTR5A inv ctr = HTR5A inverse agonists in luminescence cell assay, primary screen, counter-screen for OPRM1-OPRD1 heterodimer inverse agonist project, full-deck HTS; HTR5A cell line, inverse agonism; 5-hydroxytryptamine receptor 5A (Homo sapiens), P47898; inhibition, % at 9.3 µM; AID 504634, 2011; actives 0.083% (n = 340,000); in the data active = inhibition mostly above about 23%, no sharp cut-off; inactive = mostly below about 18%;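 note: 0% = cells with DMSO and 100% = no-cell wells with DMSO; some compounds called inactive have numbers as strong as hits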
CAL-PDZ inh HTS = untagged CAL PDZ binding inhibitors, primary screen, biochemical, fluorescence polarization, HTS; Golgi-associated PDZ and coiled-coil motif-containing protein (Homo sapiens), Q9HD26; purified CAL PDZ, TMR-peptide fluorescence polarization, 1 h; inhibition, % at 24.9 µM; actives 0.92% (n = 300,000); AID 602252, 2012;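 active = mean inhibition of at least 30% with at least half of replicates also reaching 30%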;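 note: 0% = DMSO neutral control and 100% = excess unlabeled competitor peptide PRC23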
Cardiac RTF inh = cardiac RTF calcium sensitivity inhibitors, primary screen, biochemical, IANBD-TnC fluorescence, EC70 calcium. actives 0.12% (n = 340,000). IANBD-labeled cardiac RTF, Ca2+ fluorescence. inhibition, % at 7.15 µM. Troponin I, cardiac muscle (Homo sapiens) + Troponin T, cardiac muscle (Homo sapiens) + …;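 active = inhibition above the mean inhibition of all tested compounds plus 3 SD, cut at about 17% in these data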;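 note: assay run at fixed EC70 calcium of 1.6 mM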
V-ATPase pHluor = regulators of yeast V-ATPase proton pumping, primary screen, pHLuorin cytosolic pH fluorescence. actives 0.37% (n = 350,000). S. cerevisiae. response, % at 10 µM; in the data active = response mostly above about 7.3%, no sharp cut-off; inactive = mostly below about 5.4%; note: actives read high; inactives centre near 0; some compounds called inactive have numbers as strong as hits; reference of the scale not given here
MOR-DOR ag = agonists of OPRM1-OPRD1 heterodimerization, primary screen, cell-based, luminescence | Mu-type opioid receptor (Homo sapiens) + Delta-type opioid receptor (Homo sapiens), … | cells | activation, % at 9.3 µM | actives 0.3% (n = 340,000) | AID 504326, 2011; in the data active = activation above about 18%;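 note: 0% = vehicle-treated cells and 100% = reference agonist; values of inactives mirror those of a sister screen read the other way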
C-LANA FP = inhibitors of KSHV C-LANA binding to DNA, primary screen, biochemical, fluorescence polarization, FAM-LBS DNA, MBP-C-LANA, single point; Kaposi's sarcoma herpesvirus LANA C-terminal domain (residues 932-1162) DNA binding; inhibition, % at 9 µM; actives 0.078% (n = 340,000);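 active = highest replicate inhibition at or above 60% at 9 µM, even if other replicates fall short; inactive = all replicates below 60% inhibition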;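 note: 0% = neutral control wells and 100% = 4 µM acridine orange control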
* = called active by the depositor; . = not tested or not shown.

Results follow in this order: HTR5A ag, OPRM1-OPRD1 inv, RTF Ca sens act, Keap1-Nrf2 PPI, HTR5A inv ctr, CAL-PDZ inh HTS, Cardiac RTF inh, V-ATPase pHluor, MOR-DOR ag, C-LANA FP
> COc1ccc(CN(CC(=O)NC2CCCC2)C(=O)c2onc(C(N)=O)c2N)cc1
  13, 15, 11, -2, -33, -1, -5, 1, -2.6, 0.8
> COc1cccc(C2/C(=C(\O)c3ccc4c(c3)OCCO4)C(=O)C(=O)N2CC2CCCO2)c1 (configuration not stated)
  -2, -2, 1, -8, -2, ., 0, -3, 0.3, 0.7
> CC1CCCC(NC(=O)CN2C(=O)c3cccnc3Oc3ccc(Cl)cc32)C1C (configuration not stated)
  0, 0, -7, 0, 1, -1, 0, -2, -0.1, -0.7
> CCN1C(=O)c2cccc3c(S(=O)(=O)Nc4ccccc4)ccc1c23
  -3, -7, 8, -4, -4, -3, -8, -3, 1.2, -0.7
> COc1ccc(S(=O)(=O)NCC(=O)N(CC(=O)NCC2CCCO2)Cc2ccc(F)cc2)cc1 (configuration not stated)
  4, -21, 5, -3, -12, -1, 0, -5, 2.5, -1.1
> CCCc1ccc(C(C)NC(=O)c2cnccn2)cc1 (configuration not stated)
  5, 5, 2, -3, -13, -4, 1, -13, -0.9, 1.4
> Cc1nnc(N2C(=O)C(O)=C(C(=O)c3ccco3)C2c2ccc(F)cc2)s1 (configuration not stated)
  12, -1, 10, -4, -36, ., -9, 3, 0.2, 6.0
> COc1ccc(Oc2c(C=O)c3ccccc3n2C)cc1
  -4, 17, -4, -3, 10, -2, -4, 7, -3.0, -0.2
> CCc1ccc(OCCCC(=O)NCc2ccco2)cc1
  2, 12, -1, -5, -24, -3, -1, 0, -1.9, 2.3
> Cc1cc2c(cc1C)N(CC(=O)N1CCCC1)C(=O)CC(c1ccccc1)=N2
  4, 5, -4, -4, -15, ., 0, -4, -0.8, -0.2
> O=C(COC(=O)c1nc(Cl)ccc1Cl)NNC(=O)c1ccccc1
  -1, 13, -6, -2, -1, 0, 2, -1, -2.6, -0.4
> COc1ccc(-c2ccc(CCC(=O)O)n2NC(=O)c2cccs2)cc1
  3, -5, -2, -5, 3, -5, -6, -4, 1.3, -0.6
> CCc1noc(C)c1C(=O)Nc1nc(-c2ccc(OC)cc2OC)cs1
  1, -3, -2, -8, -3, -1, -7, 0, 0.5, -1.4
> COc1ccc(S(=O)(=O)NCC(=O)N(CC(=O)NCc2ccco2)Cc2ccccc2)cc1
  -4, 18, -6, -4, 11, 1, 0, -1, -3.2, -1.0
> O=C(CCNC(=O)c1ccccc1)NCc1ccccc1F
  1, -5, -3, 1, -3, -2, -12, 0, 1.1, -5.0
> N#CCCn1[nH]c(-c2ccccc2)cc1=O
  -1, 25, -4, -2, 14, 0, 11, 2, -5.0, 1.3
> CCc1nn(CC(=O)NCCCN2CCN(C)CC2)c(=O)c2cc3sc(C)cc3n12
  -3, 10, -4, -4, 16, 5, -1, 5, -2.0, 0.4
> Cc1cccc2sc(N(CCCN(C)C)C(=O)c3ccc4ncsc4c3)nc12
  2, 6, -2, 0, -20, -2, -1, 0, -1.2, -0.5
> O=S(=O)(c1ccc(OC(F)(F)F)cc1)N1CCC(O)(c2cccc(C(F)(F)F)c2)CC1
  1, -37, 1, -2, -4, 2, -5, -1, 7.9, 4.5
> CCCC1CC(CSC(=N)N)OC1=O (configuration not stated)
  -13, 13, -5, 2, 30, -1, -4, 2, -3.2, 2.9
> CCc1c(O)nc(SCC(=O)Nc2ccccc2C)[nH]c1=O
  -2, 6, -2, -4, 5, ., -2, -1, -1.1, -1.6
> COc1ccc(CCNC(=O)Cn2cnc3ccccc3c2=O)cc1OC
  3, 11, 7, 1, 15, 1, -3, -3, -2.4, 0.1
> C=CCOc1cccc(C(=O)N2CCCC(CNS(=O)(=O)c3cccs3)C2)c1 (configuration not stated)
  -4, 4, 4, 2, -29, ., -1, -5, -0.8, 0.1
> O=C(CN1C(=O)c2ccccc2C1=O)Nc1ccccc1F
  1, 11, -3, -1, 10, -2, -10, 5, -2.5, 0.2
> COc1ccc(NC(=O)c2cc(-c3cccs3)on2)c(OC)c1
  3, 15, -4, -1, -9, -2, 6, -4, -2.3, -0.2
> Cc1ccc(C(=O)N/N=C/c2c[nH]c3ccccc23)o1
  -2, 1, 4, -4, 15, -5, -9, 2, -0.1, 2.0
> CC(=O)c1ccc(-c2nnc(CCC(=O)N3CCCC(C(=O)CC(C)C)C3)o2)s1 (configuration not stated)
  0, 16, -1, -1, 7, -5, -5, 0, -3.0, -0.7
> CCn1c(SCC(=O)N/N=C/c2c[nH]c3ccccc23)nnc1-c1ccc(Cl)cc1
  -7, -9, 13, -2, 26, -1, 3, 2, 1.7, -0.5
> Cc1ccsc1C1C(C#N)=C(N)OC2=C1C(=O)CC(C)(C)C2 (configuration not stated)
  -2, 8, 7, 1, 2, -5, -5, -4, -1.5, -0.9
> Cn1c(=O)[nH]c(=O)c2c1nc(N1CCNCC1)n2Cc1ccccc1Cl
  -3, 20, -5, -2, 10, -2, 6, -1, -4.1, 1.7
> O=C(Nc1ccc(N2CCOCC2)c(S(=O)(=O)Nc2cc(Cl)ccc2Cl)c1)c1cccnc1
  2, -6, -1, 0, -2, -7, -6, 1, 1.1, -2.9
> COc1ccccc1NS(=O)(=O)c1cc(NC(=O)CCc2nc3ccccc3c(=O)[nH]2)ccc1C
  -3, 3, -5, -9, 9, -3, -7, 1, -0.4, -1.5
> CC(C)CC1C(=O)N(Cc2cn(CC3CCCCC3)nn2)CCS(=O)(=O)N1Cc1ccc(-c2cccc(C#N)c2)cc1 (configuration not stated)
  6, 1, -4, -4, -19, -3, -3, 3, -0.3, -2.2
> COc1ccc(Cc2nc3ccc(C(=O)N(C)Cc4cc(C)[nH]n4)cc3o2)cc1OC
  -2, 7, -2, -3, -13, -3, -1, 0, -1.4, -2.6
> CC1(C)CC(=O)C(/C=N/c2ncccc2C(=O)O)=C(O)C1
  1, 4, 6, -1, -3, -3, -5, -1, -0.8, -0.9
> CN(c1ccccc1)S(=O)(=O)c1cc(C(=O)c2nccn2C)ccc1Cl
  4, 0, -2, -3, -11, -2, 8, 5, -0.1, 0.2
> O=C(CN(c1ccccc1)S(=O)(=O)c1ccc(F)cc1)N1CCCCCC1
  6, 12, 3, 0, -14, -1, -3, 0, -3.0, -0.6
> O=C1c2ccccc2S(=O)(=O)N1Cc1ccccc1[N+](=O)[O-]
  -2, -7, 2, -4, 6, -1, -9, 4, 1.6, -0.3
> CCOc1ccc(N2C(=O)C3=C(C(c4ccc(Cl)cc4)=NCCN3)C2c2cccnc2)cc1 (configuration not stated)
  4, 13, 5, 1, -10, -9, -8, -4, -2.8, -4.8
> O=[N+]([O-])c1ccc(NCc2ccncc2)cc1
  -5, 17, 5, 0, 17, 1, 0, -1, -3.7, 0.3
> CC(=O)Nc1nnc(SCC(=O)N2C(C)CCCC2C)s1 (configuration not stated)
  -2, -1, 7, -6, 4, -3, -18, -3, 0.2, 2.4
> CS(=O)(=O)N1CCCC(C(=O)NCCc2ccccc2)C1 (configuration not stated)
  -2, 15, 12, -4, 4, -1, -3, 2, -2.6, 1.0
> COC(=O)COc1ccc(S(=O)(=O)NCCC2=CCCCC2)cc1Cl
  4, -3, -1, 2, -13, ., -7, -1, 0.6, -0.7
> O=C(Nc1ccccc1)C1=C[C@H](c2csc3ccccc23)C[C@H](OCCCCO)O1
  0, -10, 3, -5, -14, -5, -8, -2, 1.7, 1.8
> CCCn1cnnc1CNC(=O)C1CCC(=O)N(CCc2cccc(F)c2)C1 (configuration not stated)
  2, 8, 2, -3, -5, -5, -6, 3, -1.4, -0.1
> Cc1ccc(C(=O)NNC(=O)CSc2nc(N)cc(N)n2)cc1
  5, 13, 4, -5, 5, -1, -3, 2, -2.8, -0.3
> COC(=O)c1ccc2c(=O)n(-c3ccc(OC)cc3)c(=S)[nH]c2c1
  -2, 9, -2, -6, -41, -1, -4, -3, -2.0, -0.4
> COc1cc2[nH]c(=S)n(NC(=O)CC(C)C)c(=O)c2cc1OC
  -1, 4, 3, 2, -14, ., -8, 1, -0.7, -1.6
> O=C(O)CCc1nn2c3ccccc3nc2n(-c2ccccc2)c1=O
  4, 15, -4, 0, -2, -1, -5, 0, -2.5, 2.3
> CCOc1ccc2[nH]cc(-c3csc(N)n3)c2c1
  5, -20, -1, -5, -17, -2, -17, 0, 4.2, -1.4
> O=C(NC1CCCCC1)C1CCN(S(=O)(=O)c2cccc3nsnc23)CC1
  -2, 11, 3, -1, 10, -3, -9, -3, -1.8, 0.4
> COc1ccc(N(CC(=O)NN=C2CCCC2)S(=O)(=O)c2ccccc2)cc1
  6, 1, -1, 7, 7, -2, 1, 2, -0.1, -0.9
> CCCCNS(=O)(=O)c1ccc(NC(=O)Cc2ccc(OC)cc2)cc1
  0, 5, 5, -4, -3, ., -5, 3, -0.9, 0.9
> O=C(Nc1nccs1)c1ccc2c(c1)OCO2
  6, 13, 3, -2, -17, -5, 5, 3, -2.5, -0.4
> CCc1cc(=O)[nH]c(SCc2cccnc2)n1
  -2, 8, -2, 3, 5, ., -1, -1, -1.5, 0.1
> COc1ccc(Cl)cc1NC(=O)CN1CCN(S(=O)(=O)c2ccc(F)cc2)CC1
  2, -9, -5, -5, -6, -7, 2, 3, 1.1, -2.1
> CCCCN(C(=O)C1CC(=O)N(c2ccc3c(c2)OCCO3)C1)c1c(N)n(CCCC)c(=O)[nH]c1=O (configuration not stated)
  2, 11, 5, -1, -6, 5, 1, -6, -1.9, 2.0
> Nc1n[nH]c(CCCO)n1
  6, 2, -1, -2, -17, -1, -5, -2, -0.3, 0.6
> CC(C)[N+](C)(C)CC(O)CN(c1ccccc1)c1ccccc1 (configuration not stated)
  3, -2, -3, 3, -8, 1, -9, 1, 0.5, -0.1
> Cc1csc(NC(=O)CSc2nnc(C)s2)n1
  -3, 19, 2, -2, -4, -4, 7, -2, -3.3, 2.5
> CCCCOc1ccc(C2CCC(C(C)=O)C(C)C2)cc1 (configuration not stated)
  1, 1, -1, -1, -4, -3, 2, -2, -0.1, 0.9
> Cc1ccc(NC(=O)CCSCCc2ccccn2)cc1
  0, 1, 5, 3, -1, -3, -10, -3, -0.1, 0.9
> O=C(O[C@H]1[C@H](Cc2ccccc2)NS(=O)(=O)[C@H]2C[C@@H]3C=C[C@]12O3)c1ccc([N+](=O)[O-])cc1
  -7, -17, 1, -7, 19, -8, -4, -3, 3.0, 2.6
